AGP1-GFP MLPCN – modulators of AGP1-GFP expression in yeast TOR pathway, primary screen, cell-based, multiplex flow cytometry, S. cerevisiae, MLPCN library; 3 h; GFP as percent of DMSO wells; GFP response vs DMSO, % at 10 µM; 0.02% of 320,000 active; AID 2066, 2009;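 active = GFP response relative to DMSO above a set limit, near screen average plus 3 SD, cut at about 150% in these data; inconclusive = fewer than 70 cells counted for the yeast strain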;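 also: median GFP channel fluorescence of the gated AGP1 strain per well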
CIT2-GFP yeast – modulators of CIT2-GFP expression in yeast, primary screen, S. cerevisiae, GFP fusion, multiplex flow cytometry, MLPCN library | 0.065% of 320,000 active | GFP response vs DMSO, % at 10 µM | S. cerevisiae CIT2-GFP strain, 3 h; 100 means same as DMSO wells | AID 2029, 2009;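 active = GFP response relative to DMSO above a set limit, near the screen mean plus 3 SD, cut at about 150% in these data; inconclusive = Fewer than 70 cells measured for a yeast strain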;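 also: ratio of well median GFP fluorescence to mean of DMSO wells on the plate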
RPL19A-GFP yeast – RPL19A-GFP expression modulators in yeast, primary screen, cell-based, S. cerevisiae, multiplex flow cytometry, MLPCN. S. cerevisiae RPL19A-GFP strain, 3 h; hits give low values. 0.3% of 330,000 active. percent response vs DMSO, % at 10 µM;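 active = percent response vs DMSO below 50%; inconclusive = fewer than 70 events counted for the yeast strain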;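 also: median channel GFP fluorescence of the barcoded RPL19A-GFP strain; ratio of sample median GFP to plate DMSO average so 100% = DMSO; lower means less RPL19A-GFP as with rapamycin TOR inhibition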
AHR activator – AHR activators, primary screen, cell-based, luminescence, luciferase reporter, human; AID 2796, 2010; 2.5% of 320,000 active; activation, % at 5 µM; AHR-responsive luciferase reporter cells; Aryl hydrocarbon receptor (Homo sapiens), P35869; in the data active = activation above about 47%;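 also: 0% = vehicle wells and 100% = reference agonist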
Target sequence (P35869 whole entry, looked up): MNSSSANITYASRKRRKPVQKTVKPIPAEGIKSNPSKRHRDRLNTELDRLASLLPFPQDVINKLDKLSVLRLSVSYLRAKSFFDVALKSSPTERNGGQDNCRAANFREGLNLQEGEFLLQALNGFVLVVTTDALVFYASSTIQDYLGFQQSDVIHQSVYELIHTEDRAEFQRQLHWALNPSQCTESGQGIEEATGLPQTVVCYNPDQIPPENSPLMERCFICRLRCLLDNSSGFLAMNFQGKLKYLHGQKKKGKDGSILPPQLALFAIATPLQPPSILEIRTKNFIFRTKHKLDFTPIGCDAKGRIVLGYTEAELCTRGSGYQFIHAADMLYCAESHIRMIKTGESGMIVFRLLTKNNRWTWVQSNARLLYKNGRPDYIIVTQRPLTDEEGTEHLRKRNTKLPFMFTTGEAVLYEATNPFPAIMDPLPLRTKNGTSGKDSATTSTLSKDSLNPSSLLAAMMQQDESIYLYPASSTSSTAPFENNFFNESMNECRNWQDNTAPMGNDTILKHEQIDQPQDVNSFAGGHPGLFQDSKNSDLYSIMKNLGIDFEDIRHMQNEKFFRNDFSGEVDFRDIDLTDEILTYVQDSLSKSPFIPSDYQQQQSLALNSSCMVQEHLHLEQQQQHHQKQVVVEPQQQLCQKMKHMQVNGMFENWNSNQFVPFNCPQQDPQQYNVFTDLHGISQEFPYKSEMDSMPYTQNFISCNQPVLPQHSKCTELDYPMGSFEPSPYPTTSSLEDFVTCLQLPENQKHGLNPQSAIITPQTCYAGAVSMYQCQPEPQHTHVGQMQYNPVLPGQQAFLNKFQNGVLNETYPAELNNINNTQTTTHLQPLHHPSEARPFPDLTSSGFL
LAP4 TOR yeast – modulators of LAP4-GFP expression in yeast, primary screen, S. cerevisiae, multiplex flow cytometry, MLPCN library | 0.34% of 320,000 active | AID 2023, 2009 | 3 h; median GFP as percent of DMSO wells | GFP response vs DMSO, % at 10 µM;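 active = GFP response vs DMSO above a set limit, about the screen mean plus 3 SD, cut at about 150% in these data; inconclusive = under 70 cell events counted for the yeast strain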
CR mimetic SO – reduction of superoxide in aged yeast, primary screen, HTS; 0.18% of 330,000 active; S. cerevisiae aged cells, superoxide DHE fluorescence; hits give low values; superoxide response (% of plate mean), % at 10 µM; AID 2690, 2010;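 active = superoxide response under a set limit, about three screen SD below normal, cut at about 65% in these data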;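 also: yeast aged for seven days with compound at 30 °C before DHE staining; 100% = average MFI of all compound-treated wells on the plate with controls excluded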
MEP2 TOR yeast – modulators of MEP2-GFP levels in yeast, primary screen, S. cerevisiae, multiplex flow cytometry, MLPCN library. S. cerevisiae MEP2-GFP strain, 3 h; 100% = DMSO control level. GFP response vs DMSO, % at 10 µM. 0.51% of 330,000 active. AID 2016, 2009;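 active = GFP response versus DMSO above a set limit, roughly screen mean plus 3 SD, cut at about 180% in these data; inconclusive = fewer than 70 cells counted for a yeast strain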;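 also: median GFP fluorescence of the barcode-gated MEP2-GFP cells per well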
Efflux pump inh – inhibitors of Candida efflux pumps in yeast, primary screen, S. cerevisiae, Nile Red, multiplex. S. cerevisiae Candida pump triplex. inhibition, % at 10 µM. 0.44% of 330,000 active. AID 485275, 2010;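 active = plate passing quality check with inhibition over a set limit, or well fluorescence over plate mean plus 4 SD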;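 also: Nile Red retained in pooled yeast measured as flow cytometry median fluorescence; 0% = buffer negative control and 100% = Enniatin B positive control; higher means more Nile Red kept so more efflux inhibition; some compounds called inactive have numbers as strong as hits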
* hit, by the source's call; ? = inconclusive; . = not tested or not shown; [ ] = dose if it differs, or a comment. Rows are unselected; 3.9% or so of the library scored in one or more.

SMILES | AGP1-GFP MLPCN | CIT2-GFP yeast | RPL19A-GFP yeast | AHR activator | LAP4 TOR yeast | CR mimetic SO | MEP2 TOR yeast | Efflux pump inh
COCCn1cnc2c1c(=O)[nH]c(=O)n2Cc1ccccc1 | 99 | 107 | 105 | 0 | 93 | 91 | 106 | 0.1
COc1ccc(S(=O)(=O)N/N=C(/C)c2ccncc2)cc1 | 94 | 93 | 103 | 4 | 83 | 100 | 86 | 5.7*
O=S(=O)(c1ccccc1C(F)(F)F)N1CCN(S(=O)(=O)c2ccccc2C(F)(F)F)CC1 | 110 | 108 | 104 | 0 | 109 | 118 | 110 | -0.1
CC1(C)CC(=O)C=C(Nc2ccc(Cl)c(Br)c2)C1 | 104 | 109 | 103 | 68* | 91 | 101 | 103 | -0.1
COc1ccc(OC)c(NC(=O)c2cnc3n(c2=O)CCS3)c1 | 98 | 92 | 99 | 50* | 103 | 93 | 97 | -0.1
Clc1ccc(-c2cnc3n2CCC3)cc1 | 100 | 96 | 99 | 7 | 108 | 97 | 98 | 0.3
Nc1nonc1C(=O)OCC(=O)c1ccc(Cl)cc1 | 104 | 100 | 109 | -1 | 93 | 96 | 75 | 0.8
O=C(NN1CCOCC1)c1ccco1 | 94 | 96 | 90 | 0 | 95 | 109 | 84 | -0.1
COc1ccc(-c2noc(CSc3nc4sc(C)c(C)c4c(=O)n3-c3ccccc3)n2)cc1 | 105 | 112 | 104 | 0 | 96 | 94 | 103 | -0.4
CCOC(=O)CSc1cccc2cccnc12 | 78 | 97 | 95 | 3 | 114 | 103 | 89 | 0.0
NC(=O)c1ccc(-n2nnnc2Oc2ccccc2C(=O)N2CCOCC2)cc1 | 101 | 98 | 92 | -1 | 94 | 91 | 102 | 0.0
COC(=O)c1cccc(NC(=O)CSc2nnc(COc3cccc(C)c3)n2C)c1 | 94 | 91 | 97 | 3 | 94 | 95 | 98 | 0.1
CNC(=S)Nc1ccc(OCc2ccccc2)cc1 | 91 | 81 | 91 | 6 | 104 | 88 | 86 | 0.3
COc1ccc(NC(C)=O)c(C)c1 | 100 | 77 | 108 | 1 | 95 | 111 | 98 | 0.1
O=C(CC1C[C@H](C(=O)N2CCOCC2)[C@@]2(CCC3CCCC3)c3[nH]c4ccccc4c3CCN2C1=O)NCCc1ccccn1 (some centres not stated) | 101 | 100 | 101 | 2 | 97 | 93 | 105 | 0.3
CCCC(C)C(=O)NCc1ccc2c(c1)OCO2 (configuration not stated) | 91 | 90 | 97 | 15 | 98 | 85 | 95 | 0.3
COC(=O)c1sc(S(=O)(=O)NCc2cccs2)c(C(=O)OC)c1C | 99 | 98 | 94 | -4 | 99 | 95 | 97 | 0.0
CSc1ncccc1C(=O)N1CCCC(N2CCN(c3ccccc3F)CC2)C1 (configuration not stated) | 91[may fluoresce red and violet] | ? | ? | 2 | 93[may fluoresce red and violet] | 100 | 91[may fluoresce red and violet] | -1.9
CCOC(=O)c1c(NC(=O)C2c3ccccc3Oc3ccccc32)sc(C(=O)N(CC)CC)c1C | 103 | 99 | 99 | 1 | 95 | 85 | 96 | 0.1
COc1ccc(C)cc1NC(=O)C(Sc1nnnn1C)c1ccccc1 (configuration not stated) | 102 | 99 | 102 | 8 | 102 | 95 | 99 | 0.3
CCCCn1c(CCC(=O)O)nc2c1c(=O)[nH]c(=O)n2CCC | 93 | 95 | 94 | -1 | 94 | 103 | 94 | 0.0
CC(C)Cn1c(=O)[nH]c(=O)c2c(C(F)(F)F)cc(-c3ccccc3)nc21 | 106 | 102 | 107 | 2 | 103 | 111 | 107 | 0.1
COCC(=O)N1CCCC(N(C)CCc2ccc(OC)c(OC)c2)C1 (configuration not stated) | 90 | 110 | 91 | 0 | 82 | 97 | 97 | -0.2
O=C(COC(=O)c1c(F)cccc1F)Nc1ccc(N2CCCCC2)cc1 | 96 | 99 | 98 | 0 | 100 | 104 | 101 | 0.4
Cc1nc(-c2cccc(Br)c2)ccc1C(=O)O | 96 | 101 | 101 | 1 | 102 | 100 | 105 | 0.0
CCOC(=O)c1sc(NC(=O)c2ccc(S(=O)(=O)N(C)C)cc2)nc1C | 98 | 99 | 98 | -13 | 93 | 100 | 96 | 0.0
Cc1cccc(-c2noc(CCCC(=O)NCC3CCCO3)n2)c1 (configuration not stated) | 98 | 94 | 104 | -2 | 93 | 100 | 99 | 0.1
CN(C)C(CNC(=O)CSc1nc2sc3c(c2c(=O)n1C)CCCC3)c1ccccc1 (configuration not stated) | 97 | 91 | 96 | 1 | 100 | 91 | 96 | 0.4
CCc1cccc2c(C(=O)CN3C(=O)NC4(CCCCCC4)C3=O)c[nH]c12 | 99 | 94 | 94 | 8 | 106 | 98 | 100 | -0.3
COc1ccccc1NC(=O)c1sc2ncn(Cc3ccccc3C)c(=O)c2c1C | 90 | 94 | 94 | 28 | 94 | 96 | 92 | 0.0
O=c1c(-c2ccccc2)[n+]([O-])c2ccccc2n1O | 88 | 96 | 99 | 5 | 97 | 85 | 90 | 0.2
Cc1cc(F)ccc1NCc1ccccc1[N+](=O)[O-] | 99 | 84 | 99 | 1 | 122 | 96 | 100 | 0.0
Cc1cc(N2C(=O)c3ccc(C(=O)NCc4ccccc4)cc3C2=O)no1 | 104 | 100 | 97 | 1 | 99 | 91 | 104 | -0.1
CCOC(=O)N1CCN(c2nc(N(c3ccccc3)c3ccccc3)nc(-n3ccnc3)n2)CC1 | 97 | 96 | 106 | 3 | 109 | 106 | 112 | 0.0
CCCc1cc(=O)oc2c(C)c(OC(C)C(=O)NCC(O)c3ccccc3)ccc12 (configuration not stated) | 100 | 97 | 96 | 3 | 98 | 112 | 95 | 0.1
CN1C(=O)N(CC(=O)Nc2sccc2C(N)=O)C(=O)C12CCCCC2 | 101 | 95 | 97 | 3 | 97 | 155 | 97 | 0.1
CN(C)Cc1c(C#N)c2ccccc2n1C | 104 | 99 | . | 1 | 103 | 112 | 105 | 0.2
O=C(c1cc(Cl)nc2ccccc12)N(Cc1nnc(-c2ccc(Cl)cc2)o1)C1CC1 | 108 | 102 | 96 | 7 | 114 | 107 | 99 | 0.0
CC(=O)Nc1c(OC(C)=O)ccc2c(C)cc(=O)oc12 | 93 | 97 | 97 | 2 | 88 | 108 | 95 | -0.1
Cn1c2c(c(=O)n(C)c1=O)C(C(F)(F)F)(C(F)(F)F)N=C(C1CCCCC1)N2 | 101 | 103 | 103 | -1 | 103 | 105 | 108 | 0.1

2 records picked at random from those above, as already listed:
SMILES | AGP1-GFP MLPCN | CIT2-GFP yeast | RPL19A-GFP yeast | AHR activator | LAP4 TOR yeast | CR mimetic SO | MEP2 TOR yeast | Efflux pump inh
Cc1cccc(-c2noc(CCCC(=O)NCC3CCCO3)n2)c1 (configuration not stated) | 98 | 94 | 104 | -2 | 93 | 100 | 99 | 0.1
CCOC(=O)c1sc(NC(=O)c2ccc(S(=O)(=O)N(C)C)cc2)nc1C | 98 | 99 | 98 | -13 | 93 | 100 | 96 | 0.0

The list continues.
SMILES | AGP1-GFP MLPCN | CIT2-GFP yeast | RPL19A-GFP yeast | AHR activator | LAP4 TOR yeast | CR mimetic SO | MEP2 TOR yeast | Efflux pump inh
C=CCNC(=S)NN(c1ccccc1)c1ccccc1 | 105 | 102 | 98 | -1 | 104 | 89 | 99 | -0.2
CCC(C)NC(=O)Cn1cccc1C(=O)c1ccccc1 (configuration not stated) | 104 | 106 | 98 | 0 | 102 | 90 | 99 | -0.1
CC(OC(=O)c1cccc([N+](=O)[O-])c1)C(=O)N1CCc2ccccc21 (configuration not stated) | 108 | 104 | 105 | 2 | 114 | 109 | 113 | 0.0
CCN=C1S/C(=C\c2ccc(N3CCOCC3)cc2C)C(=O)N1CC | 104 | 110 | 109 | 14 | 97 | 114 | 106 | -0.1
Cc1ccccc1OCCN1C(=O)c2ccccc2C1=O | 74 | 62 | 105 | 33 | 97 | 93 | 92 | 0.0
O=C(N(c1ccccn1)c1ccccn1)C12CC3CC(CC(C3)C1)C2 | 100 | 99 | 99 | 7 | 102 | 105 | 102 | 0.1
CCCCC/C=C\C/C=C\C/C=C\CCCCC(=O)O | 79 | 74 | 92 | -1 | 119 | 100 | 94 | 0.2
CCc1ccccc1NC(=O)CCN1C(=O)C2CC=CCC2C1=O (configuration not stated) | 104 | 105 | 107 | 1 | 95 | 94 | 106 | 0.0
CC(C)N(C(=S)NCc1ccccc1)c1ccccc1 | 99 | 91 | 101 | 1 | 105 | 108 | 100 | 0.0
COCC(=O)Nc1cc(Cl)ccc1C | 109 | 125 | 104 | 4 | 112 | 107 | 116 | -0.1
Cc1ccc2nc(/C(C#N)=N/O)[nH]c2c1 | 100 | 105 | 95 | 37 | 92 | 96 | 85 | 0.0
CCCCC(=O)Nc1ccc2c3c(cccc13)CC2 | 93 | 86 | 103 | 10 | 104 | 86 | 108 | 0.5
Cc1ccc(/C=C2/SC(=S)N(C3CCCCC3)C2=O)o1 | 81 | 88 | 93 | 4 | 158* | 98 | 92 | 0.4
O=C(NCC1CCCO1)c1nc(Cn2ccc([N+](=O)[O-])n2)no1 (configuration not stated) | 104 | 107 | 98 | 1 | 94 | 112 | 84 | 0.8
CCCNS(=O)(=O)c1ccc(CCC(=O)NCc2ccco2)cc1 | 106 | 110 | 103 | 0 | 97 | 95 | 97 | 0.0
CCCCC(Nc1ncnc2ccccc12)C(=O)O (configuration not stated) | 105 | 109 | 99 | 7 | 103 | 87 | 106 | -0.3
CCOC(=O)c1ccc(NS(=O)(=O)c2cc(-c3nnnn3CC)ccc2OC)cc1 | 101 | 102 | 103 | -1 | 115 | 117 | 96 | -0.1
O=[N+]([O-])c1ccc(CN2CCN(c3ccccc3Cl)CC2)o1 | 105 | 106 | 101 | -1 | 101 | 94 | 109 | 0.1
CCc1ccc(/C=C/C(=O)c2ccc(S(=O)(=O)N(C)C)cc2)cc1 | 86 | 98 | 96 | 0 | 80 | 88 | 94 | 0.0
Cc1cc(C)c(S(=O)(=O)NCC2CCC(C(=O)NCCCN3CCC(C)CC3)CC2)c(C)c1 (configuration not stated) | 96 | 95 | 98 | 2 | 97 | 94 | 104 | 0.1
COc1ccc(/C=C/c2c(-c3cccc(C)c3)oc3ccc(N4CCOCC4)cc23)cc1 | 87 | 86 | 90 | 62* | 90 | 115 | 111 | -0.2
COC(=O)C1C(=O)C(C(=O)c2ccc([N+](=O)[O-])cc2)C(=O)CC1(C)C (configuration not stated) | 92 | 95 | 105 | 1 | 96 | 121 | 105 | 0.4
CC(=O)c1ccc(N2CCN(C(=O)c3ccco3)CC2)c(F)c1 | 90 | 100 | 95 | 7 | 98 | 102 | 91 | 0.0
CCCN1CCN(CCCNC(=O)C2CCCN(c3nc4ccc(OCC)cc4s3)C2)CC1 (configuration not stated) | 94 | 99 | 96 | 3 | 104 | 107 | 104 | 0.1
COc1cccc(OC)c1-c1nn(-c2ncc(C(F)(F)F)cc2Cl)c(=O)o1 | 104 | 104 | 94 | 2 | 104 | 105 | 95 | -0.1
Cc1cc(C)cc(OCc2ccc(C(=O)NC3CCOC3=O)o2)c1 (configuration not stated) | 93 | 94 | 99 | 16 | 82 | 87 | 97 | 0.2
COc1ccc(OCC(=O)Nc2ccc(S(=O)(=O)Nc3cc(C)on3)cc2)cc1 | 110 | 96 | 100 | -2 | 98 | 102 | 94 | 0.0
